# GCN5L2 inh = blocks human GCN5L2 histone acetyltransferase; GCN5L2 HAT assay, ThioGlo1 CoA-SH fluorescence; 0.21% of 390,000 active; Potency, µM (top dose mostly 58.9 µM), for inactives: top-dose activity change, negative = inhibition, actives largely listed as inhibitors; Q92830
# Target sequence (Q92830 whole entry, looked up): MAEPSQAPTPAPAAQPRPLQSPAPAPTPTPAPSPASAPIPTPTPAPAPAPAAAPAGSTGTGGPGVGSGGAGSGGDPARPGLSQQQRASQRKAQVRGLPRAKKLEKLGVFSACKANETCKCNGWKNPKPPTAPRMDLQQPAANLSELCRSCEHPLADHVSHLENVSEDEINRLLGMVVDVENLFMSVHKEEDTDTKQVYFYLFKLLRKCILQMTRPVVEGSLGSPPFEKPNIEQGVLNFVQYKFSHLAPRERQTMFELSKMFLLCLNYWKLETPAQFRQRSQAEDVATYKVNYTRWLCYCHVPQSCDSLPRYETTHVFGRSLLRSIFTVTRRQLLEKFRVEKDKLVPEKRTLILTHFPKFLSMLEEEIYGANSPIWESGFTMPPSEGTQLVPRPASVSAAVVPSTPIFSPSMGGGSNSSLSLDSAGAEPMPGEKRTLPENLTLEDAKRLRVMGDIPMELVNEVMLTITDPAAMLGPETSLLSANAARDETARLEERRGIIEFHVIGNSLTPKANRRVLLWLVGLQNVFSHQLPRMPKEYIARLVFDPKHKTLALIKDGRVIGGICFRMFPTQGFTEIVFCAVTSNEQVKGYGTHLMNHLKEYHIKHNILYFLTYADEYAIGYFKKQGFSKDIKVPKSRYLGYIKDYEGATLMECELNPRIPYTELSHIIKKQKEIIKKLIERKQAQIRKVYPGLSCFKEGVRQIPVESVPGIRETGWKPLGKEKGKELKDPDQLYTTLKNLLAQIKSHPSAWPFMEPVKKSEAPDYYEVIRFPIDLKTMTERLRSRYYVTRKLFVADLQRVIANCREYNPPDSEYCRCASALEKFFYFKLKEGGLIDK
#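 Fluorescence readout, Ex340nm/Em540nm: ThioGlo1 (50uM final) reacts with free CoA thiol released as 20nM GCN5L2 acetylates H3(1-25) peptide (75uM) using acetyl-CoA (70uM). Compound and enzyme sat 15 min beforehand; 20 min room-temperature reaction.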
# FEN1 inhibitor = blocks human flap endonuclease 1. P39748. Recombinant FEN1 flap cleavage, fluorescence, 15 min. Potency, µM (doses to about 114 µM), for inactives: at the highest dose activity change, negative = inhibition, usual class: inhibitors. 0.35% of 390,000 active; also: nearly all actives have a fitted effect of over 65% in size
#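 Potency values derive from four-parameter Hill fits of normalized qHTS data. The reaction used 10 nM FEN1 preincubated 15 min at room temperature with compound, then 50 nM DNA substrate, read at 0 and 15 min.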
# TDP1 cell CPT = growth inhibition of DT40 Tdp1-/-;hTDP1 cells with camptothecin (screen for TDP1 inhibitors); 12% of 420,000 active; Potency, µM (top dose mostly 46.2 µM), without a hit: top-dose activity change, negative = growth inhibition, most hits filed as inhibitors; chicken DT40 Tdp1-/-;hTDP1 cells + 20 nM CPT, ATP luminescence, 48 h; AID 686979; also: nearly all actives have a fitted effect of over 55% in size
#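 Chicken DT40 Tdp1-/- cells complemented with human TDP1, 400 cells/well, exposed to compounds plus 20 nM camptothecin for at least 48 h at 37 C; viability read as ATP content by CellTiter-Glo luminescence.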
# * marks the source's active call; other numbers are inactive results; ? = inconclusive; nt = no result given; & = joins results of further samples. Calls follow the shape of the dose curve; as a rule, active = well fitted curve in the direction sought with a large enough effect; inconclusive = small, poorly fitted or top-dose-only effect, or another doubt; inactive = no such curve, though single readings can be large; an effect the other way counts as inactive or inconclusive. % is scaled to controls: 0 for no effect and ±100 for the full control effect; potency is read from the fitted curve at half-maximal effect. Not all compounds are listed, so the mix of outcomes need not match the whole.
# Start of the listing, in advance, 20 compounds:
# Below each compound – GCN5L2 inh	FEN1 inhibitor	TDP1 cell CPT
O=C1/C(=C/c2ccc(F)cc2)SC(=S)N1Nc1ncc(C(F)(F)F)cc1Cl
→ -3%	-4%	?
CCCCCC1CC1C(=O)N/N=C/c1ccc(N(C)C)cc1 (stereo unspecified)
→ -8%	-21%	-16%
CCOc1ccc(NS(=O)(=O)c2ccc(C(=O)NCC(c3ccccc3OC)N3CCCC3)cc2)cc1 (stereo unspecified)
→ -1%	13%	29µM*
O=C(c1ccncc1)N1CCC2(CCCN(c3ccncc3)C2)CC1
→ -12%	nt	8%
COc1cccc(N2C(=O)CC(Sc3nc(C)cc(C)n3)C2=O)c1 (stereo unspecified)
→ -6%	-3%	1%
O=C(CCn1c(=O)oc2ccccc21)NCCCN1CCN(c2ccc(F)cc2)CC1
→ 9%	6%	-10%
COC(=O)C1CSC(C)(C)C(=O)N1 (stereo unspecified)
→ -6%	6%	-26%
Cc1nc([N+](=O)[O-])c(C(=O)OCc2ccc(C#N)cc2)n1C
→ 0%	10%	-3%
CC(C)c1ccc(NCCC(=O)c2cccs2)cc1
→ -2%	-13%	5.2µM*
CCN(C(=O)COC(=O)C1CCN(S(=O)(=O)c2ccc3c(c2)OCCO3)CC1)C1CCS(=O)(=O)C1 (stereo unspecified)
→ 0%	2%	0%
O=S(=O)(c1ccccc1)N1CCN=C1SCc1cccnc1
→ -3%	4%	5%
CCN(CC)S(=O)(=O)c1ccc2oc(C(=O)Nc3cc(C)ccc3OC)c(C)c2c1
→ -2%	-1%	?
COc1ccc(NC(=O)c2cn(CC(C)C)c(=O)c3cc(OC)c(OC)cc23)cc1Cl
→ -12%	-21%	21µM*
COCCn1c(SCC(=O)Nc2sccc2C(N)=O)nc2cc(Cl)ccc2c1=O
→ -9%	-14%	?
Cc1nc(NC(=S)NC(=O)c2ccccc2)sc1C(=O)N(C)C
→ -1%	13%	-7%
Cc1oc2c(c(C)cc3oc(=O)c(CC(=O)NCCc4ccc(Cl)cc4)c(C)c32)c1C
→ 3%	-5%	8%
O=C(Nc1ccccc1)C1=C[C@@H](c2coc3ccccc3c2=O)C[C@@H](OCCCCO)O1
→ -6%	-10%	?
COc1cc(C(=O)NCCCc2nc3ccccc3n2CC(C)C)cc(OC)c1OC
→ 0%	-3%	21µM*
O=S(=O)(c1ccc(N2CCOCC2)nc1)N1CCOCC1
→ -3%	10%	-8%
CCc1nc2oc3ccccc3c(=O)c2c(=O)n1CCOC
→ 1%	-2%	-7%

# The listing, previewed entries included:
# Below each compound – GCN5L2 inh	FEN1 inhibitor	TDP1 cell CPT
O=C1/C(=C/c2ccc(F)cc2)SC(=S)N1Nc1ncc(C(F)(F)F)cc1Cl
→ -3%	-4%	?
CCCCCC1CC1C(=O)N/N=C/c1ccc(N(C)C)cc1 (stereo unspecified)
→ -8%	-21%	-16%
CCOc1ccc(NS(=O)(=O)c2ccc(C(=O)NCC(c3ccccc3OC)N3CCCC3)cc2)cc1 (stereo unspecified)
→ -1%	13%	29µM*
O=C(c1ccncc1)N1CCC2(CCCN(c3ccncc3)C2)CC1
→ -12%	nt	8%
COc1cccc(N2C(=O)CC(Sc3nc(C)cc(C)n3)C2=O)c1 (stereo unspecified)
→ -6%	-3%	1%
O=C(CCn1c(=O)oc2ccccc21)NCCCN1CCN(c2ccc(F)cc2)CC1
→ 9%	6%	-10%
COC(=O)C1CSC(C)(C)C(=O)N1 (stereo unspecified)
→ -6%	6%	-26%
Cc1nc([N+](=O)[O-])c(C(=O)OCc2ccc(C#N)cc2)n1C
→ 0%	10%	-3%
CC(C)c1ccc(NCCC(=O)c2cccs2)cc1
→ -2%	-13%	5.2µM*
CCN(C(=O)COC(=O)C1CCN(S(=O)(=O)c2ccc3c(c2)OCCO3)CC1)C1CCS(=O)(=O)C1 (stereo unspecified)
→ 0%	2%	0%
O=S(=O)(c1ccccc1)N1CCN=C1SCc1cccnc1
→ -3%	4%	5%
CCN(CC)S(=O)(=O)c1ccc2oc(C(=O)Nc3cc(C)ccc3OC)c(C)c2c1
→ -2%	-1%	?
COc1ccc(NC(=O)c2cn(CC(C)C)c(=O)c3cc(OC)c(OC)cc23)cc1Cl
→ -12%	-21%	21µM*
COCCn1c(SCC(=O)Nc2sccc2C(N)=O)nc2cc(Cl)ccc2c1=O
→ -9%	-14%	?
Cc1nc(NC(=S)NC(=O)c2ccccc2)sc1C(=O)N(C)C
→ -1%	13%	-7%
Cc1oc2c(c(C)cc3oc(=O)c(CC(=O)NCCc4ccc(Cl)cc4)c(C)c32)c1C
→ 3%	-5%	8%
O=C(Nc1ccccc1)C1=C[C@@H](c2coc3ccccc3c2=O)C[C@@H](OCCCCO)O1
→ -6%	-10%	?
COc1cc(C(=O)NCCCc2nc3ccccc3n2CC(C)C)cc(OC)c1OC
→ 0%	-3%	21µM*
O=S(=O)(c1ccc(N2CCOCC2)nc1)N1CCOCC1
→ -3%	10%	-8%
CCc1nc2oc3ccccc3c(=O)c2c(=O)n1CCOC
→ 1%	-2%	-7%
CCn1c(CSc2nc3ccccc3s2)nnc1SCC(=O)c1ccc(Cl)cc1
→ -5%	2%	16µM*
Cc1ccc2c(c1)c(Sc1ccccc1)c(CC(=O)O)n2C
→ -3%	7%	-25%
COc1ccccc1CNC(=O)c1ccc2nc(-c3ccccc3)c(-c3ccccc3)nc2c1
→ -24%	2%	?
CCN(CC)CC(=O)N1c2ccccc2Sc2ccc(Cl)cc21
→ 0%	3%	-11%
CCN(CC)c1nc(N)c2c(N)nc3c(c2c1C#N)CC(c1ccccc1)O3 (stereo unspecified)
→ -24%	-24%	?
O=C(NCCO)c1nc(NCCO)c2ccccc2n1
→ -4%	-14%	-1%
CCOc1cc2[nH]c(=O)n(CCCCC(=O)N3CCCCCC3)c(=O)c2cc1OCC
→ -5%	-13%	?
CCOc1ccc(C(=O)NCC(=O)NNC(=O)C2COc3ccccc3O2)cc1OCC (stereo unspecified)
→ -15%	0%	1%
CC(=O)CS(=O)(=O)c1ccc(Oc2ccc(S(=O)(=O)CC(C)=O)cc2)cc1
→ -13%	-11%	?
CC(OC(=O)CCN1C(=O)c2cccc([N+](=O)[O-])c2C1=O)C(=O)Nc1cc(Cl)cc(Cl)c1 (stereo unspecified)
→ 1%	1%	-16%

# The results go on.
# Below each compound – GCN5L2 inh	FEN1 inhibitor	TDP1 cell CPT
O=C(c1ccc2ccccc2c1)C1CCCN(C(=O)c2cnccn2)C1 (stereo unspecified)
→ 0%	16%	?
C[n+]1cccc(C2C(C#N)=C(N)Oc3c2ccc2ccccc32)c1 (stereo unspecified)
→ -9%	-24%	?
CC(=O)Nc1ccc(Cl)cc1-c1ccccc1
→ nt	-2%	-8%
O=C(Nc1cnc2sccn2c1=O)c1ccccc1Cl
→ -4%	1%	-24%
Cc1cc(Cl)ccc1OCC(=O)Nc1c(Cl)ccc2nsnc12
→ -4%	13%	nt
COc1ccc(S(=O)(=O)Nc2ccccc2C(=O)NCc2ccco2)cc1
→ -7%	-2%	21µM*
COC(=O)c1c[nH]n2c(=O)cc(CCl)nc12
→ -14%	-11%	-19%
O=C(NC1CCCCCCC1)c1ccc(Br)o1
→ -1%	15%	-13%
O=C(CS(=O)(=O)c1cccc2nsnc12)NCc1ccccc1
→ 1%	19%	-11%
Cc1ccc(OCC(=O)c2c(O)c3ccccc3oc2=O)cc1C
→ -2%	6%	?
CCN(CC)c1ccc(NC2=C(Cl)C(=O)c3ccccc3C2=O)cc1
→ -29%	-12%	10µM*
COc1ccc(-c2cc(C(=O)Oc3cccc(C)c3C)c3ccccc3n2)cc1
→ 0%	-4%	?
CCO[C@H]1OC(C(=O)NCc2nc3ccccc3[nH]2)=C[C@@H](C2CCCCC2)[C@@H]1CCCO
→ -5%	?	13µM*
O=C(Cn1cnc2scc(-c3ccc(F)cc3)c2c1=O)NCC(c1ccco1)N1CCCC1 (stereo unspecified)
→ -6%	-7%	-14%
CCn1cc(Br)c(C(=O)NN)n1
→ -7%	0%	1%
C[n+]1ccccc1N1CCN(c2ccccc2Cl)CC1
→ -13%	-4%	23µM*
CC(C)(C)NC(=O)NC(=O)COC(=O)Cc1ccc(Cl)cc1Cl
→ -6%	-22%	1%
CCOC(=O)c1c(-c2ccc(Br)cc2)csc1NC(=O)c1ccc(C(C)(C)C)cc1
→ 0%	-15%	-7%
CC1(C)CC(=O)C=C(c2ccc(Cl)c(C(F)(F)F)c2)C1
→ -18%	-4%	-28%
Cc1cccc(NC(=O)CN(C)S(=O)(=O)c2ccc(-c3ccc(=O)[nH]n3)s2)c1C
→ -13%	-35%	-14%
Cc1ccc(NC(=O)CCC(=O)OC(C(=O)c2ccc(C)c(C)c2)c2ccccc2)c(C)c1 (stereo unspecified)
→ -1%	-6%	-29%
COc1cccc(NC(=O)CCN2CCN(c3ccccc3F)CC2)c1
→ -7%	-18%	-29%
CCCc1nnc(NC(=O)CCC(=O)Nc2ccc(Br)cc2)s1
→ -8%	-9%	-5%
Cc1ccccc1C(=O)Nc1ccc2c(c1)CCCN2C(=O)c1cccs1
→ -17%&-2%	-12%&-1%	18µM*
Cc1cc(C)c2oc(-c3ccc(C)c(NC(=S)NC(=O)/C=C/c4ccco4)c3)nc2c1
→ -14%	-3%	?
COc1cc(Cl)c(C)cc1NC(=O)c1cccc(OC)c1OC
→ -20%	-26%	?
CCNc1ncc2nc(-c3ccc(OC)cc3)c(=O)n(Cc3cccc(OC)c3)c2n1
→ ?	nt	-5%
COc1ccccc1/C=C/C(=O)OCC(=O)NNC(=O)c1ccccc1
→ 1%	-2%	-25%
COc1ccc(Cc2noc(CN3CCN(C4CCc5ccccc5C4)CC3)n2)cc1OC (stereo unspecified)
→ -3%	-7%	?
NC(=O)c1ccc(SCC(=O)OCC(=O)NCC2CCCCC2)c([N+](=O)[O-])c1
→ 0%	10%	-12%

# The final 2 records of the part above come first, to join the parts:
# Below each compound – GCN5L2 inh	FEN1 inhibitor	TDP1 cell CPT
COc1ccc(Cc2noc(CN3CCN(C4CCc5ccccc5C4)CC3)n2)cc1OC (stereo unspecified)
→ -3%	-7%	?
NC(=O)c1ccc(SCC(=O)OCC(=O)NCC2CCCCC2)c([N+](=O)[O-])c1
→ 0%	10%	-12%
COc1ccccc1N1CCN(C(=O)c2c(-c3ccccc3)noc2C)CC1
→ -9%	-10%	10µM*
Cc1ccc(C)c(-n2c(-c3ccco3)n[nH]c2=S)c1
→ nt	1%	9%
Cc1ccc(-c2nn(-c3ccccc3)cc2C(=O)N2CCOCC2)cc1C
→ -9%	-4%	5%
CCOc1ccccc1N1CC(C(=O)Nc2cccc(S(=O)(=O)N3CCCCC3)c2)CC1=O (stereo unspecified)
→ 3%	-2%	?
COc1cc(/C=C/C(=O)O)cc(S(=O)(=O)Nc2cc(C(F)(F)F)ccc2N2CCOCC2)c1OC
→ -1%	-9%	-1%
CN(C)CCCNC(=O)C[C@H]1C[C@H](C(=O)N2CCOCC2)[C@@]2(CCC3CCCC3)c3[nH]c4cc(-c5ccco5)ccc4c3CCN2C1=O
→ 2%	-5%	23µM*
C=C(C)C(=O)OCCCCCCOc1ccc(C(=O)O)cc1
→ 1%	-4%	4%
O=C(C1=C[C@H](c2coc3ccccc3c2=O)C[C@H](OCCCCO)O1)N1CCN(Cc2ccccc2)CC1
→ -2%	-5%	?
Cc1cccc(OCC(=O)NNC(=O)c2cc(S(=O)(=O)N(C)C)ccc2N2CCCC2)c1
→ -6%	5%	-3%
CCCCN(C(=O)CSc1nnc(Nc2ccccc2)s1)c1c(N)n(CCC)c(=O)[nH]c1=O
→ 1%	-11%	0%
CCOC(=O)c1nc2cc3n(c(C)c-2c1C)C(C)C(C)=C3C (stereo unspecified)
→ -7%	-11%	?
CC(=O)Nc1ccc(/C=C/c2ccc3cccc([N+](=O)[O-])c3n2)cc1
→ -17%	-8%	?
Cc1ccccc1Cc1n[nH]c(=S)n1N
→ -6%	3%	-13%
Cc1ccc(Cl)cc1Nc1nc(N2CCOCC2)nc(N2CCOCC2)n1
→ -15%	-8%	?
COC(=O)c1ccc(NC(=O)CN(C)S(=O)(=O)c2ccc(Br)s2)cc1
→ 1%	-23%	-14%
COc1ccc(OCCC(=O)OCC(=O)NCc2ccc(F)cc2)cc1
→ -5%	-2%	-2%
COc1cc(N=Cc2c(CO)cnc(C)c2O)cc(OC)c1OC
→ -3%	-1%	1%
O=S1(=O)N=C(Oc2ccccc2)c2ccccc21
→ -2%	-8%	-9%

# Assay outcomes deposited in PubChem BioAssay by National Center for Advancing Translational Sciences (NCATS).
